GPR7 antagonist: blocks human GPR7 receptor signaling | P48145 | GPR7-expressing cells, fluorescence antagonist assay | inhibition, % at 4.4 µM | 1.1% of 290,000 active | AID 1861; in the data active means inhibition above about 16%, passing the limit was not always enough;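 further: cells stimulated with the agonist NPW; 0% = agonist with vehicle and 100% = vehicle without agonist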
M18AAP inhibitor: blocks P. falciparum M18 aspartyl aminopeptidase | recombinant PfM18AAP, H-Glu-NHMec fluorogenic cleavage | inhibition, % at 7.35 µM | 1.2% of 290,000 active;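 active means inhibition above the campaign mean inhibition over all tested compounds plus 3 SD, cut at about 28% in these data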;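 further: 0% = plate median of test compound wells and 100% = 2 mM ZnCl2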
PHOSPHO1 block: PHOSPHO1 (human) inhibition; inhibition, % at 13.3 µM; recombinant PHOSPHO1, absorbance phosphatase assay; Q8TCT1; AID 1565; 1.1% of 290,000 active; in the data active means inhibition above about 60%
Target sequence (Q8TCT1 whole entry, looked up): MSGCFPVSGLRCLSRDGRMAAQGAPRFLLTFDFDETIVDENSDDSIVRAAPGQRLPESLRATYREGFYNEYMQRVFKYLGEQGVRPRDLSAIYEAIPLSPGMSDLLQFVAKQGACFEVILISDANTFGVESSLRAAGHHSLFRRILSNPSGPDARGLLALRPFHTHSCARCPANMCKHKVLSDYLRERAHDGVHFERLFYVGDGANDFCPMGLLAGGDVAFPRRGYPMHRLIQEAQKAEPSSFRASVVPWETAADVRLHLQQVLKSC
NALP1 inh: NALP1 inhibition | S. cerevisiae NALP1/ASC/caspase-1 growth, X-gal OD620, 72 h | inhibition, % at 10 µM | 0.61% of 280,000 active; in the data active means inhibition mostly above about 24%, no sharp cut-off; inactive means mostly below about 32%; further: some compounds called inactive have numbers as strong as hits
FID counter: displaces DNA intercalator in HCV helicase counter-screen; DNA fluorescent intercalator displacement, fluorescence; 0.17% of 290,000 active; AID 1845; inhibition, % at 7.9 µM; in the data active means inhibition above about 37%;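 further: 0% = vehicle and 100% = reference compound; higher means more ethidium bromide displaced from hairpin DNA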
OXTR ag: activates the human oxytocin receptor | P30559 | CHO-OTR cells, Fluo-8 calcium fluorescence; normalized: DMSO 0%, oxytocin 100% | activation, % at 3 µM | 0.32% of 320,000 active | AID 2435;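 active means activation above the mean of all tested compounds plus 3 SD, cutoff set per screening run, cut at about 20% in these data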;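 further: peak over basal fluorescence ratio from a 100 s FLIPR kinetic read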
MEKK3 PB1 HTS: modulators (inhibitors or enhancers) of MEK5 binding to human MEKK3 PB1 domain. bead-based flow cytometry, Alexa488-MEK5 binding to MEKK3; actives lie on both sides; 0 = blocked by unlabeled MEK5, 100 = vehicle. binding response (% of control), % at 10 µM. 1.4% of 290,000 active. AID 1529;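 active means binding response more than 3 SD above or below the average of its plate-row segment, actives on both sides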;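 further: Alexa488 bead fluorescence after subtracting the streptavidin-only scavenger bead signal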
Target sequence (Q99759 whole entry, looked up, the tested form may be a part): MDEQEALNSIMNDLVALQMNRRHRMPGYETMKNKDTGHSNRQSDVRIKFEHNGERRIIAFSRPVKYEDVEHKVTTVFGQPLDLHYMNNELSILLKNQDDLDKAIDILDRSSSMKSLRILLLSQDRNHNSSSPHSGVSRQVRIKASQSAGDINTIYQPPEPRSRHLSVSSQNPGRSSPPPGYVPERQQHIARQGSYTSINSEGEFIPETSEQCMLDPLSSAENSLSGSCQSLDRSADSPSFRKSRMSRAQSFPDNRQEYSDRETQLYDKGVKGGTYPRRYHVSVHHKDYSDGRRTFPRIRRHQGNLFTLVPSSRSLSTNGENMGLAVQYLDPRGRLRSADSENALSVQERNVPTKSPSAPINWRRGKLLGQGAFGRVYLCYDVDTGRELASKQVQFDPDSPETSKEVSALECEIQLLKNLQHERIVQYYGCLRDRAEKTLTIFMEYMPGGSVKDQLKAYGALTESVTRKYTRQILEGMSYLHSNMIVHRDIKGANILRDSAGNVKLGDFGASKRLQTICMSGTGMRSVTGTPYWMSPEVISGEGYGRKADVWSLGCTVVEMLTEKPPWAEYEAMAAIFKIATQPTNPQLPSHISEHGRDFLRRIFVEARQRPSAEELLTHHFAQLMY
MEKK2 WT-MEK5: raises or lowers MEK5 binding to wildtype human MEKK2 PB1 domain; binding response (% of control), % at 10 µM; 1.1% of 290,000 active; AID 1531; Q9Y2U5; bead flow cytometry, Alexa488-MEK5 binding to MEKK2 WT; actives lie on both sides; in the data active means binding response below about 67% or above about 130%
MEKK2mut PB1 HTS: signal of MEK5 binding to mutant human MEKK2 PB1 domain; bead flow cytometry, Alexa488-MEK5 binding to MEKK2 mutant; percent response, % at 10 µM; 0.35% of 290,000 active; AID 1530; in the data active means percent response above about 24%, passing the limit was not always enough; further: inactives centre near 1; some results filed as inactive read as strong as hits; reference of the scale not given here
The depositor's hits bear a star; . = no result given.

SMILES	GPR7 antagonist	M18AAP inhibitor	PHOSPHO1 block	NALP1 inh	FID counter	OXTR ag	MEKK3 PB1 HTS	MEKK2 WT-MEK5	MEKK2mut PB1 HTS
C=CCNC(=O)COC(=O)/C=C/c1cccs1	-4	0	12	-11	-1	-0.2	95	95	-3
CCCCCOc1ccc(C(=O)CCC(=O)Nc2ccc(NC(C)=O)cc2)cc1	3	-5	9	10	-20	0.9	110	106	9
COc1cccc(-n2nnnc2SCC(=O)Nc2ccc(C(C)=O)cc2)c1	2	5	-2	23	-6	0.7	102	95	2
CCN(Cc1cc2cc(OC)ccc2[nH]c1=O)C(=O)c1ccncc1	-7	6	11	-29	-3	-0.1	98	97	2
COc1ccc(C(=O)O/N=C/c2ccc(S(=O)c3ccc(Cl)cc3)nc2)cc1 (configuration not stated)	-9	-1	34	6	0	0.7	102	102	12
CCOC(=O)C1=C(CSc2nc(C)cc(C)c2C#N)OC(N)=C(C#N)C1c1ccccc1 (configuration not stated)	15	-7	91*	4	-20	1.0	101	93	-6
CN(C)C(=O)N1CCN(C(=O)c2ccco2)CC1	-14	-9	-2	24	-2	-0.3	101	102	1
CCOc1ccc(NC(=O)c2ccco2)cc1	-13	6	0	14	2	-0.7	109	107	7
Cc1ccc(/C=N/n2c(-c3ccco3)n[nH]c2=S)s1	1	14	46	5	-11	-1.6	100	103	3
CC(=O)NC(c1ccccc1)c1cccnc1 (configuration not stated)	1	-12	-11	8	-1	0.1	95	95	-5
COc1cccc(-c2nn(-c3ccccc3)cc2C(=O)NCC(=O)O)c1	-11	0	20	.	-20	-0.2	109	110	15
COC(=O)c1ccccc1NC(=O)C(C)NS(=O)(=O)c1ccc(OC)cc1 (configuration not stated)	-13	0	-21	2	-11	-2.4	105	105	5
O=C(CSc1oc(-c2ccco2)nc1S(=O)(=O)c1ccc(F)cc1)NCC1CCCO1 (configuration not stated)	-10	3	-3	8	-14	-0.9	86	96	-3
Cc1occc1-c1nnc(SCC(=O)Nc2ccccc2)n1C(C)c1ccccc1 (configuration not stated)	11	7	7	-4	-30	2.0	.	.	.
COC(=O)c1cc(C(=O)c2ccc(Cl)cc2)n2c(=O)/c(=C\N(C)C)sc12	2	-10	16	14	-4	-1.6	103	96	0
COc1ccc2cc(CCNC(=O)CCc3ccccc3)c(=O)[nH]c2c1	3	-14	28	12	-49	-0.5	99	95	-7
C/C(=N\NC(=O)c1ccc(Cl)cc1)c1ccc(Br)s1	-14	0	22	-1	-9	-1.0	92	89	-7
O=C(Nc1cnn(C23CC4CC(CC(C4)C2)C3)c1)c1cnn2c(C(F)(F)F)cc(-c3ccco3)nc12	5	-1	-40	5	-10	0.0	98	91	-6
CCN1CCN(c2nc(SC)nc3sc4c(c23)CC(C)(C)OC4)CC1	4	3	9	7	10	.	109	119	9
COc1ccc(C2C(C(=O)Nc3ccc4c(c3)OCCO4)c3ccccc3C(=O)N2C)cc1 (configuration not stated)	-3	-5	8	0	-2	0.2	99	99	2
Cc1nnc(NC(=O)CSc2nc3c(c(=O)n2C)SC(C)C3)s1 (configuration not stated)	-5	0	-6	21	-2	-0.2	107	110	9
CCOC(=O)c1c(C)[nH]c(C=Nc2ccccc2)c1O	-8	-4	24	-2	-12	.	104	110	3
O=C(c1cc(Sc2cccc(Cl)c2)nc2ccccc12)N1CCN(c2ccccn2)CC1	-12	-1	27	-16	-29	0.0	99	99	-1
CCc1nnc(NS(=O)(=O)c2ccc(NC(=S)NC(=O)c3ccc(Br)cc3)cc2)s1	-9	2	-33	-14	-21	-0.8	84	76	-3
COCCCNC(=O)CCc1c(C)nc2c(c(C)nn2-c2ccccc2)c1C	6	1	9	-3	-38	.	101	106	0
Cc1cc(C)c2c(n1)sc1c(=O)n(-c3ccccc3)c(=O)[nH]c12	-8	-2	2	14	-4	1.7	100	98	0
Cc1cc(C(=O)Nc2c(C)nn(Cc3ccc(Cl)cc3)c2C)no1	-14	2	9	3	-16	0.4	103	105	6
CCn1c(=O)c([N+](=O)[O-])c(NCC2CCCO2)c2ccccc21 (configuration not stated)	-2	2	24	10	-3	-0.8	101	102	4
COC(=O)C1=C(N)OC2=C(C(=O)CC(C)(C)C2)C1c1ccccc1OC (configuration not stated)	-2	0	-5	-7	-12	-0.5	101	94	-10
Cc1ccc(NC(=O)c2nc[nH]c2C(=O)N[C@@H](CCCCNC(=O)OC(C)(C)C)C(=O)OC(C)(C)C)cc1	.	.	25	.	.	0.3	68	101	-2
O=C(CN1C(=O)/C(=C\c2cccc(Cl)c2)Oc2ccccc21)N1CCN(c2ccccn2)CC1	-14	7	-16	13	-10	-0.4	105	99	-2
Cc1ccc(C2CC(=O)Oc3cc(O)ccc32)cc1 (configuration not stated)	-9	-5	4	17	-2	1.0	105	91	-3
CCOc1ccc(-n2c(=O)[nH]c3sc4c(c3c2=O)CCCC4)cc1	4	-12	-26	-4	-8	-0.8	99	94	-6
COCCN(C(=S)Nc1cc(C)cc(C)c1)C(C)c1cccnc1 (configuration not stated)	-1	-4	-24	12	0	-1.6	97	99	-1
Cc1ccc(C(=O)NC(=S)N(C)C2CCCCC2)cc1	-6	-3	-11	-9	-23	-0.9	98	105	5
CCOc1ccccc1CNC(=O)C1CCC(=O)N1C(C)C (configuration not stated)	-12	-7	11	-1	0	-1.1	88	92	-8
C#CCOCCOCCOCCNc1nc(N2CCN(C(=O)[C@H]([C@@H](C)CC)n3cc([C@@H](N)CC(C)C)nn3)CC2)nc(N2CCN(C(=O)[C@H](Cc3cc4ccccc4[nH]3)n3cc([C@@H](N)Cc4ccc(O)cc4)nn3)CC2)n1	13	-14	40	4	44*	-1.0	115	270*	128*
Cc1ccccc1OCC(O)Cn1c(SC(C)C)nc2c1c(=O)[nH]c(=O)n2C (configuration not stated)	-12	21	91*	10	-29	-0.3	95	93	-6
CCCCOCCCNC(=O)c1ccccc1OCC	1	1	-37	4	-17	-1.0	97	96	-1
CC(C)(C)NCCOc1ccc(Br)cc1	0	12	-9	15	11	1.0	115	119	11
O=C(NCCc1ccccc1)C1CCCN1S(=O)(=O)c1ccc(Cl)cc1 (configuration not stated)	9	-5	17	11	-33	1.4	98	96	0
O=C(NC1(C(F)(F)F)NC(=O)N(CC2CCCCC2)C1=O)c1ccco1 (configuration not stated)	2	1	-8	-12	-7	2.5	96	95	-4
O=CN1CCN(c2c([N+](=O)[O-])c(=O)oc3ccccc23)CC1	-14	-7	11	14	-3	1.1	106	107	6
CCN(CC(=O)Nc1cccc(OC)c1)C(=O)C1CCN(C(=O)Nc2ccccc2)CC1	-2	-7	1	14	-20	-0.7	100	101	1
CC(C(=O)NCC1CCCCC1)N1CCN(S(=O)(=O)c2ccccc2F)CC1 (configuration not stated)	-5	4	32	-12	-31	1.9	103	97	-12
CC(=O)N1CCC(N(CCN2CCOCC2)C(=S)Nc2ccc(C)cc2)CC1	-4	26	4	3	4	-0.2	110	101	-11
COc1ccc(C2SCC(=O)N2C)cc1 (configuration not stated)	-2	10	-7	2	-3	-1.2	100	102	1
Cc1cc(=O)[nH]c(SCCOc2ccc3c(c2)CCC3)n1	-7	-4	31	19	-2	-0.2	97	95	0
N#CCC(=O)N/N=C\c1cccc(OC/C=C/c2ccccc2)c1	11	2	18	2	-27	0.1	99	96	2
Cc1ccc(NC(=O)CN2C(=O)S/C(=C\C(=O)Nc3ccc(Cl)cc3)C2=O)cc1	-7	19	-6	8	-14	0.4	97	98	-1
Cc1cccc(OCC(=O)Nc2ccc3c4c(cccc24)CC3)c1C	-3	-3	-24	19	-2	0.3	127	104	0
COc1ccc(NC(C)=O)cc1NC(=O)CN1CCN(CC(=O)Nc2ccc(Cl)cc2)CC1	3	-6	23	5	-6	-1.4	100	100	2
CCOC(=O)c1cccc(NC(=O)CN2C(=O)C3C4C=CC(C4)C3C2=O)c1 (configuration not stated)	5	-6	4	37	-12	-1.7	107	105	4
Clc1ccc(-c2cn3cc(Cl)ccc3n2)cc1	7	-5	18	4	-5	-2.0	102	103	3
COc1ccc(OC)c(N(CC(=O)N2CCN(c3cc(Cl)ccc3C)CC2)S(C)(=O)=O)c1	12	2	-3	7	-37	3.9	95	97	-2
COc1ccc(S(=O)(=O)NCCc2ccncc2)cc1	14	-5	-24	14	-4	0.2	98	103	1
Cc1nc(-c2ccc(NC(=O)c3ccccc3Br)cc2)cs1	-9	0	-9	29	-18	0.4	101	95	-1
COCCN(C(=O)CCC(=O)Nc1cc(C)on1)C(C(=O)NC(C)(C)C)c1cccc(OC)c1OC (configuration not stated)	-12	-5	26	-8	-34	-0.4	101	95	3

13 entries from above, with two lines to a compound:
The line under a structure holds: GPR7 antagonist, M18AAP inhibitor, PHOSPHO1 block, NALP1 inh, FID counter, OXTR ag, MEKK3 PB1 HTS, MEKK2 WT-MEK5, MEKK2mut PB1 HTS
O=CN1CCN(c2c([N+](=O)[O-])c(=O)oc3ccccc23)CC1
→ -14, -7, 11, 14, -3, 1.1, 106, 107, 6
CCN(CC(=O)Nc1cccc(OC)c1)C(=O)C1CCN(C(=O)Nc2ccccc2)CC1
→ -2, -7, 1, 14, -20, -0.7, 100, 101, 1
CC(C(=O)NCC1CCCCC1)N1CCN(S(=O)(=O)c2ccccc2F)CC1 (configuration not stated)
→ -5, 4, 32, -12, -31, 1.9, 103, 97, -12
CC(=O)N1CCC(N(CCN2CCOCC2)C(=S)Nc2ccc(C)cc2)CC1
→ -4, 26, 4, 3, 4, -0.2, 110, 101, -11
COc1ccc(C2SCC(=O)N2C)cc1 (configuration not stated)
→ -2, 10, -7, 2, -3, -1.2, 100, 102, 1
Cc1cc(=O)[nH]c(SCCOc2ccc3c(c2)CCC3)n1
→ -7, -4, 31, 19, -2, -0.2, 97, 95, 0
N#CCC(=O)N/N=C\c1cccc(OC/C=C/c2ccccc2)c1
→ 11, 2, 18, 2, -27, 0.1, 99, 96, 2
Cc1ccc(NC(=O)CN2C(=O)S/C(=C\C(=O)Nc3ccc(Cl)cc3)C2=O)cc1
→ -7, 19, -6, 8, -14, 0.4, 97, 98, -1
Cc1cccc(OCC(=O)Nc2ccc3c4c(cccc24)CC3)c1C
→ -3, -3, -24, 19, -2, 0.3, 127, 104, 0
COc1ccc(NC(C)=O)cc1NC(=O)CN1CCN(CC(=O)Nc2ccc(Cl)cc2)CC1
→ 3, -6, 23, 5, -6, -1.4, 100, 100, 2
CCOC(=O)c1cccc(NC(=O)CN2C(=O)C3C4C=CC(C4)C3C2=O)c1 (configuration not stated)
→ 5, -6, 4, 37, -12, -1.7, 107, 105, 4
Clc1ccc(-c2cn3cc(Cl)ccc3n2)cc1
→ 7, -5, 18, 4, -5, -2.0, 102, 103, 3
COc1ccc(OC)c(N(CC(=O)N2CCN(c3cc(Cl)ccc3C)CC2)S(C)(=O)=O)c1
→ 12, 2, -3, 7, -37, 3.9, 95, 97, -2

Screening results deposited in PubChem by several laboratories.

Rows were taken by chance. About 6.2% of those tested had a hit in this group.
